GPR35 arrestin U2OS = inhibition of zaprinast-stimulated GPR35 beta-arrestin translocation – imaging, U2OS, beta-arrestin-GFP, zaprinast agonist, primary screen (AID 2058); U2OS GPR35 beta-arrestin-GFP translocation imaging, zaprinast antagonism; higher % means a stronger effect; inhibition, % at 10 µM, or IC50 in µM where a hit was titrated; 290,000 tested, 0.052% active;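 active = inhibition of at least 50% with at least 30 cells and total cytoplasm GFP at most 10,000,000; inconclusive = under 30 cells or total GFP of 10,000,000 plus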
HIV peptide binding = cell-free HIV fusion peptide-binding blockers – biochemical, uHTS, fluorescence dequenching, primary screen (AID 1986). cell-free peptide binding, fluorescence dequenching, 30 min; higher % means a stronger effect. inhibition, % at 20 µM; hits with a dose series show IC50 in µM. 290,000 tested, 0.3% active; in the data active = inhibition mostly above about 52%, no sharp cut-off; inactive = mostly below about 76%; note: some results filed as inactive read as strong as hits
SIAH1 antagonists = blockers of Siah-1 interaction with plectin peptide – biochemical, fluorescence polarization, rhodamine-plectin, uHTS, primary screen (AID 1817); one-dose displacement, % at 20 µM; IC50 in µM for titrated hits; Siah-1 / rhodamine-plectin peptide fluorescence polarization; higher % means a stronger effect; 290,000 tested, 0.02% active;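 active = displacement of at least 50% at 20 µM, with a fluorescence ratio check between 0.3 and a set limit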;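 note: plate controls were Siah plus tracer with DMSO for no effect and tracer alone without Siah for full effect; strong numbers were not always called active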
AID2073 = disruptors of CaV2.2 binding to Mint1 – biochemical, HTRF (AID 2073); 290,000 tested, 0.19% active; HTRF protein-protein interaction, Mint1-CaV2.2; higher % means a stronger effect; inhibition, % at 20 µM, or IC50 in µM where a hit was titrated; in the data active = inhibition mostly above about 51%, no sharp cut-off; inconclusive = no clear call, values can overlap the other calls; inactive = mostly below about 53%; note: some results filed as inactive read as strong as hits
Dengue-2 NS5 capping = Dengue-2 NS5 methyltransferase inhibitors, primary screen, biochemical, confirmation dose response (AID 588689) | Dengue-2 NS5 methyltransferase capping enzyme assay, biochemical; higher % means a stronger effect | inhibition, % at 25 µM, or IC50 in µM where a hit was titrated | 340,000 tested, 0.3% active; in the data active = a potency from the dose series; inconclusive = inhibition above about 29% without an active follow-up result
UTI89 phage lysis = inhibition of K1F phage lysis, E. coli UTI89, bacterial capsule biogenesis inhibitors, alamar blue (AID 488966) | one-dose inhibition, % at 100 µM; IC50 in µM for titrated hits | 340,000 tested, 0.02% active | E. coli UTI89 K1F phage lysis, alamar blue, 2 h; higher % means a stronger effect;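 active = phage lysis inhibition, versus mean bacterial control, above a set limit; inconclusive = no clear call, values can overlap the other calls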;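 note: capsule biogenesis inhibitors block K1F phage lysis so surviving cells raise fluorescence; higher fluorescence means more inhibition of phage lysis; actives were called in the ten point dose series up to 300 µM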
GPR55 LPI antagonism = GPR55 antagonists blocking LPI-driven arrestin recruitment, primary screen, imaging, U2OS, beta-arrestin-GFP, LPI agonist (AID 2013); U2OS GPR55 beta-arrestin-GFP translocation imaging, LPI antagonism; higher % means a stronger effect; one-dose inhibition, % at 10 µM; IC50 in µM for titrated hits; 290,000 tested, 0.13% active;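 active = spots per cell inhibited over 60%, with over 100 cells counted and total cytoplasm intensity under 500,000; inconclusive = wells with under 100 cells, flagged as likely toxic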;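 note: U2OS cells stably carrying GPR55 and arrestin-GFP stimulated by 5 µM LPI near EC80; imaged beta-arrestin-GFP aggregate spots per cell after agonist stimulation; plate controls were LPI-stimulated DMSO wells for no effect and DMSO wells without LPI for full effect; some results filed as inactive read as strong as hits; confirmed hits need IC50 under 10 µM and bright autofluorescent wells are also inconclusive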
GPR55 beta-arrestin = GPR55 agonists via beta-arrestin recruitment, primary screen, imaging, U2OS cells, beta-arrestin-GFP redistribution (AID 1961); 290,000 tested, 0.048% active; one-dose activation, % at 10 µM; EC50 in µM for titrated hits; U2OS GPR55 beta-arrestin-GFP redistribution imaging; higher % means a stronger effect;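 active = activation above 40% with more than 50 cells counted in the well; inconclusive = wells holding fewer than 50 cells, flagged as toxic or sparse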;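 note: U2OS osteosarcoma cells stably expressing GPR55 and beta-arrestin-GFP; plate controls were DMSO negative control for no effect and LPI positive control for full effect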
NTR1 agonist = NTR1-driven beta-arrestin-GFP spot formation – imaging, U2OS cells, high content, primary screen (AID 493036) | agonist mode | activation, % at 20 µM | 330,000 tested, 0.17% active;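 active = activation at or above 40% of the spot to cytoplasm intensity ratio, with at least 20 cells analyzed; inconclusive = wells under 20 cells, flagged as cytotoxic or low count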;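 note: 0% = DMSO without peptide and 100% = 100 nM NTR1 peptide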
Target sequence (P30989 whole entry, looked up): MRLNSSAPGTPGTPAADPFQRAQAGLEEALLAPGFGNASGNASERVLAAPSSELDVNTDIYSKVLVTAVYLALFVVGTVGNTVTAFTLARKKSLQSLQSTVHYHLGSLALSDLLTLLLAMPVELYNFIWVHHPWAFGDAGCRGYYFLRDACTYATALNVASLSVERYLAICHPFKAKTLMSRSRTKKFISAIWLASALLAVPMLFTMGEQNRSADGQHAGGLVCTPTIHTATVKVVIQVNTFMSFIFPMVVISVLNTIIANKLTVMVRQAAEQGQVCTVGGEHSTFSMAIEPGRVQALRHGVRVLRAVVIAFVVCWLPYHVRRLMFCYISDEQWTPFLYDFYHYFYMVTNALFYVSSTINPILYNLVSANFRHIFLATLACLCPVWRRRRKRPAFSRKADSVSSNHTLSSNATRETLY
NTR1 agonist cell count 20 µM = second read-out of NTR1 agonist, no call of its own (marks repeat the call); cell count; measured here: cell count, cytotoxicity flag
Dengue-2 NS5 capping pilot replicate = also measured in Dengue-2 NS5 capping; calls as there; inhibition, %; measured here: pilot screen replicate inhibition
* = called active by the depositor; ? = inconclusive; . = not tested or not shown; & = joins results of further samples; [ ] = dose if it differs, or a comment.

SMILES	GPR35 arrestin U2OS	HIV peptide binding	SIAH1 antagonists	AID2073	Dengue-2 NS5 capping	UTI89 phage lysis	GPR55 LPI antagonism	GPR55 beta-arrestin	NTR1 agonist	NTR1 agonist cell count 20 µM	others
O=C(COC(=O)c1cc2c(s1)CCCC2)Nc1ccc(Cl)cn1	1.2%	30.6%	-4.2%	34.3%	-8.9%	-0.1%	-7.3%	0.2%	-1.8	79
O=C(N/N=C/c1ccc([N+](=O)[O-])o1)c1cc(-c2cccc(Br)c2)nc2ccccc12	-3.7%	78.9%	3.6%	46.1%	4.8%	-2.9%	21.6%	-0.1%	0.5	103
CN1/C(=C\C=C2/SC(=S)N(CC(=O)O)C2=O)C(C)(C)c2ccccc21	4.9%	147.9%	109.8%	14.0%	?	0.2%	10.5%	-0.1%	-2.3	105
CN1C(=O)/C(=C/c2coc3ccc(O)cc3c2=O)SC1=S	-7.0%	0.6%	-9.7%	58.0%	-0.8%	0.1%	0.7%	-0.1%	0.8	47
COC(=O)c1ccc(C(=O)N(CCN(C)C)c2nc3c(Cl)cccc3s2)cc1	-4.6%	0.3%	-0.7%	-13.9%	-10.1%	1.7%[50 µM]	-12.0%	-0.3%	-0.4	58
CCOCCCn1c(SCC(=O)NCc2ccc3c(c2)OCO3)nc2ccccc2c1=O	-12.0%	0.3%	-3.6%	0.3%	.	2.8%	2.5%	1.8%	1.3	81
Cc1cccc(C(=O)NC2CCN(C(=O)NCc3ccccc3)CC2)c1	8.0%	-0.4%	4.1%	-13.3%	-7.5%	0.2%	1.8%	-0.2%	-2.5	41
CCN1CC(CN(C)Cc2nc(COc3ccccc3)no2)CC1=O (stereo unspecified)	4.3%	-0.8%	-0.3%	0.1%	1.4%	-1.8%	-8.1%	0.3%	0.6	59
O=C(N/C(=C/c1ccc(Cl)cc1)C(=O)N1CCCC1)c1ccccc1	0.2%	1.4%	-2.8%	6.6%	-3.2%	1.4%[50 µM]	-0.5%	0.0%	2.4	60
Cc1ccc(S(=O)(=O)c2c[nH]c3ccc(C)cc3c2=O)cc1	-7.5%	0.0%	9.7%	10.9%	-5.9%	-0.3%[50 µM]	-1.6%	-0.2%	1.5	93
Cc1[nH]c2ccccc2c1/C=N/NC(=S)NC(C)C	-3.0%	2.1%	2.6%	-5.4%	-9.8%	1.4%	20.8%	-0.1%	24.4	50
CCCCn1c(=S)[nH]c2ncccc2c1=O	14.4%	20.3%	2.1%	-1.9%	1.6%	0.2%	9.6%	-0.1%	-0.8	82
COC(=O)Nc1ccc(=O)n(Cc2c(Cl)cccc2Cl)c1	-3.0%	26.4%	-4.3%	40.3%	-3.4%	0.6%	0.4%	-0.1%	0.7	83	Dengue-2 NS5 capping pilot replicate=0.6
COc1ccc(CNC(=O)CSc2nc3cccnc3s2)cc1	-1.2%	-1.4%	0.9%	-3.7%	-10.2%	0.1%	11.7%	0.0%	0.6	49
COc1cc(C2c3[nH]c4ccccc4c3CCN2Cc2cn(C)nc2C)ccc1F (stereo unspecified)	5.7%	0.0%	-0.2%	-1.1%	-1.6%	-1.2%	-4.2%	-0.3%	0.5	41
Cc1cc(C(=O)Nc2ccc3ccccc3c2)oc1C	-6.5%	0.2%	3.8%	19.5%	-0.8%	-0.1%	13.9%	-0.2%	1.9	51
Cc1ccc(C2=NN=C(NC(=O)C(F)(F)F)SC2)cc1	4.5%	1.0%	1.6%	9.8%	-2.2%	0.2%	-1.5%	0.2%	.	.
CC(O)Cn1c(=O)c2c(nc(Br)n2Cc2ccccc2)n(C)c1=O (stereo unspecified)	1.2%	-0.2%	-3.1%	9.8%	-4.2%	0.4%	-2.6%	0.0%	0.1	55
Cc1cc(C)nc(NC2=NCC(=O)N2c2ccccc2)n1	4.4%	-2.1%	-0.9%	7.2%	-2.4%	?	-4.0%	-0.1%	0.5	50
COc1ccc(CC2C(=O)OC(C)(C)OC2=O)c(Cl)c1OC	-7.5%	-1.3%	-2.3%	-5.2%	-2.0%	0.1%	3.5%	0.0%	-1.7	111
N#CC1C(C#N)N2CCCN2C1c1ccc(Cl)cc1 (stereo unspecified)	11.0%	3.5%	3.5%	0.0%	-13.3%	1.3%	6.7%	-0.2%	1.6	66
O=C(c1ccccc1)N1CCN(C(=O)C2CC2)CC1	4.6%	0.7%	1.5%	4.2%	1.5%	0.1%	-0.4%	0.8%	-0.9	60
O=C(Cn1nnc(-c2ccccc2NC(=O)c2ccccc2F)n1)NCc1ccco1	33.5%	2.5%	-1.0%	6.0%	-3.2%	0.4%	8.9%	-0.2%	-5.6	108
Cc1ccc(C)c(N2CCN(C(=O)CN3C(=O)c4ccccc4C3=O)CC2)c1	-3.4%	-2.2%	2.5%	-4.0%	-1.6%	6.6%	2.0%	0.3%	0.6	48
Cc1nonc1C(=O)N/N=C/c1ccc(O)cc1	-13.5%	-0.8%	-1.2%	2.9%	1.3%	0.1%	-5.1%	-0.2%	0.2	80
Following part
SMILES	GPR35 arrestin U2OS	HIV peptide binding	SIAH1 antagonists	AID2073	Dengue-2 NS5 capping	UTI89 phage lysis	GPR55 LPI antagonism	GPR55 beta-arrestin	NTR1 agonist	NTR1 agonist cell count 20 µM	others
COc1cc(CNCCO)ccc1OC1CCCC1	-2.5%	-2.1%	-0.2%	0.5%	-8.0%	-0.8%	-6.5%	-0.1%	-0.3	70
CCOC(=O)C1CCN(C(=O)C2CCN(S(=O)(=O)CC)CC2)CC1	1.8%	-3.0%	3.5%	0.4%	-6.3%	0.4%	25.7%	-0.1%	0.1	42
CC(C)(C)c1cc(C(=O)N2CCc3ccccc32)ccn1	-1.6%	-1.3%	0.4%	-9.3%	2.4%	-1.6%	8.4%	-0.2%	0.0	38
O=C(O)CC(=O)Nc1ccc(Oc2ccc(C(F)(F)F)cn2)c(Cl)c1	8.7%	4.7%	-5.8%	8.5%	-7.3%	-1.7%	-3.6%	-0.4%	1.8	60
Nc1cc(=O)nc(SCC(=O)N(C2CCCCC2)C2CCCCC2)n1-c1ccccc1	0.0%	7.5%	-2.6%	20.1%	-9.0%	1.5%	3.2%	-0.1%	-0.3	84
Cc1nc(C)n(CC(O)COc2ccc3c(c2)CCC3)n1 (stereo unspecified)	-7.3%	1.2%	2.0%	4.5%	-4.8%	0.4%	10.2%	0.6%	-0.3	53
C[C@@H](NC(=O)c1nc[nH]c1C(=O)NCC(=O)OCc1ccccc1)c1ccccc1	13.9%	0.8%	15.0%	-2.7%	-2.4%	0.1%	-4.5%	0.0%	2.2	54
COc1ccc(N2CSC3=C(C#N)C(c4cc(OC)c(OC)cc4OC)CC(=O)N3C2)c(OC)c1 (stereo unspecified)	0.8%	0.6%	-1.1%	11.3µM*	17.2%	1.5%	-2.3%	-0.2%	3.0	56
Cc1ccsc1/C=N/N=C1\C(=O)Nc2ccccc21	-3.7%	0.3%	4.3%	-6.4%	-7.0%	1.8%[50 µM]	0.4%	0.1%	-0.7	54
O=C(Nc1ccc2oc(=O)ccc2c1)c1cc2ccccc2o1	8.4%	-0.5%	-5.9%	22.6%	1.1%	2.0%	8.2%	-0.5%	0.2	40
COc1ccccc1CNC(=O)C(=O)NCC1OCCCN1S(=O)(=O)c1ccc(F)cc1C (stereo unspecified)	10.8%	0.5%	2.4%	1.0%	-7.2%	0.5%[50 µM]	20.9%	0.0%	0.9	72
Nc1cc(N)nc(SCc2cccnc2)n1	6.7%	0.7%	0.4%	0.5%	-7.9%	0.2%[50 µM]	-4.4%	-0.1%	1.0	53
Cc1ccc(Nc2nc3ccccc3o2)cc1F	8.2%	0.6%	1.3%	-1.7%	.	0.2%	2.9%	0.2%	3.7	46
Cc1ccc(C(=O)CNc2ccc(C)cc2C)cc1	-3.7%	0.8%	12.7%	7.6%	.	0.6%	4.2%	-0.3%	1.2	54
CCn1c(SCCC(=O)O)nnc1-c1cccnc1	18.0%	0.6%	0.1%	-2.2%	-5.7%	-0.2%	17.0%	-0.1%	-0.8	67
CC(C)C(c1nnnn1C1CCCC1)N1CCN(C(=O)c2ccco2)CC1 (stereo unspecified)	2.2%	-0.4%	3.8%	-7.8%	3.4%	3.6%	-1.9%	-0.1%	-1.4	50
Cn1c(=O)oc2cc(S(=O)(=O)NC3CCCCCCC3)ccc21	11.1%	7.6%	5.9%	-0.2%	-2.0%	0.3%	18.4%	-0.4%	-0.6	67	Dengue-2 NS5 capping pilot replicate=-2.4
Fc1ccc(-n2cc(-c3ccccc3)c3c(NN4CCOCC4)ncnc32)cc1	-11.3%	1.3%	10.0%	-8.3%	-2.5%	1.8%[50 µM]	6.6%	-0.2%	-0.3	65
CCOC(=O)c1nnn(-c2nonc2N)c1CN(CC)c1ccccc1	1.1%	-2.1%	-1.5%	1.6%	4.9%	-0.1%	18.1%	0.3%	-0.3	38
CCOC(=O)Cc1csc(NC(=O)c2c(C)noc2C)n1	-5.0%	2.0%	-0.3%	-1.2%	7.9%	1.1%[50 µM]	4.0%	0.2%	-0.5	75
O=c1c2ccccc2c(/C=N/c2ncn[nH]2)c(O)n1Cc1ccccc1	-5.5%	-1.2%	-0.6%	2.5%	7.0%&-3.3%	-1.7%&-0.5%	6.2%	0.0%	15.7	94
CCc1ccc2[nH]c(O)c(N=Nc3nc(-c4ccccc4)cs3)c2c1	17.0%	5.5%	-0.3%	-8.1%	0.0%	0.3%	.	-0.1%	3.5	61
Cc1cc(OCC(=O)Nc2ccc(S(=O)(=O)NC3=NCCCCC3)cc2)c(C(C)C)cc1Cl	-7.9%	-1.8%	0.1%	17.1%	-4.5%	0.6%[50 µM]	1.08µM*	0.3%	4.5	60
CCCCOc1ccc(N(CC(=O)NC2CCCC2)C(=O)CCC(=O)Nc2ccccn2)cc1	-11.5%	1.2%	8.0%	-5.7%	-0.7%	0.5%	2.2%	0.9%	0.6	35
CCOC(=O)c1c(C=O)c(C)n(Cc2ccccc2Cl)c1C	14.8%	0.8%	-0.3%	-21.1%	-7.3%	0.3%	-5.6%	-0.1%	-0.8	73
CCOC(=O)CC(=O)Nc1nnc(C(C)C)s1	-5.4%	-1.2%	0.4%	-3.6%	0.0%	0.8%	-4.7%	0.0%	-1.5	94
CC(=O)c1ccc(N2C(=O)NC3(CCCCC3)C2=O)cc1	20.0%	-1.3%	-2.7%	-1.3%	-2.1%	0.1%	2.5%	0.2%	0.5	65
COc1ccccc1OC(C)C(=O)Nc1ccccc1C(=O)NCc1cccnc1 (stereo unspecified)	-3.7%	1.4%	0.2%	22.8%	0.8%	0.2%	-3.7%	0.0%	-0.1	46
COC(=O)CCC(=O)Nc1nnc(C(F)(F)F)s1	-4.7%	1.9%	-0.2%	8.2%	-0.7%	2.6%	6.4%	-0.1%	2.3	86

Not a hit list. About 1.2% of those tested had a hit in this group.
